GPR151 activ – human GPR151 activation. Q8TDV0. PathHunter beta-arrestin GPR151 cells, luminescence. activation, % at 11.2 µM. AID 1508602. hit rate 1% among 650,000; in the data active = activation above about 4.9%;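 note: 0% = median of compound wells and 100% = cells with positive control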
Target sequence (Q8TDV0 whole entry, looked up): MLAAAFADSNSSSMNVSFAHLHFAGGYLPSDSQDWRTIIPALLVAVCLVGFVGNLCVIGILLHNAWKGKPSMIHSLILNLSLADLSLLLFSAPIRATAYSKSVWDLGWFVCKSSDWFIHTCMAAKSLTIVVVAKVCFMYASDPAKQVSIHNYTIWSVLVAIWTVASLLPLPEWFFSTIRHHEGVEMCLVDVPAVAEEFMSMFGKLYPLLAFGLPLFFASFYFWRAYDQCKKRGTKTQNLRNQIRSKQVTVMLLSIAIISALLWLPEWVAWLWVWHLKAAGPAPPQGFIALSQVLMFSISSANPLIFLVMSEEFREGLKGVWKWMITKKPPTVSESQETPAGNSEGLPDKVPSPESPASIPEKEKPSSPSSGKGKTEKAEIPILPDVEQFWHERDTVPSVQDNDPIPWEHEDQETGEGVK
TEAD-YAP block – TEAD-YAP interaction inhibition | hit rate 1.4% among 640,000 | inhibition, % at 9.12 µM | HEK-TIYL cells, TEAD-Gal4/YAP UAS-luciferase luminescence | AID 1259422; in the data active = inhibition above about 32%;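 note: 0% = median of test compound wells and 100% = reference inhibitor wells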
FBW7 act – human FBW7 E3 ligase activation, primary screen; Q969H0; AlphaScreen FBW7–phospho-cyclin E peptide binding, activator screen; normalized activity (activation), % at 26.1 µM; hit rate 0.13% among 650,000; AID 1259310; in the data active = normalized activity above about 1.9%;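 note: purified mutant Fbw7 with reduced substrate affinity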
MITF inh – inhibitors of human MITF; hit rate 0.91% among 650,000; AID 1259374; inhibition, % at 2.6 µM; O75030; AlphaScreen MITF homodimerization, bead proximity signal; in the data active = inhibition above about 50%;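 note: 0% = vehicle wells with protein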
Target sequence (O75030 whole entry, looked up): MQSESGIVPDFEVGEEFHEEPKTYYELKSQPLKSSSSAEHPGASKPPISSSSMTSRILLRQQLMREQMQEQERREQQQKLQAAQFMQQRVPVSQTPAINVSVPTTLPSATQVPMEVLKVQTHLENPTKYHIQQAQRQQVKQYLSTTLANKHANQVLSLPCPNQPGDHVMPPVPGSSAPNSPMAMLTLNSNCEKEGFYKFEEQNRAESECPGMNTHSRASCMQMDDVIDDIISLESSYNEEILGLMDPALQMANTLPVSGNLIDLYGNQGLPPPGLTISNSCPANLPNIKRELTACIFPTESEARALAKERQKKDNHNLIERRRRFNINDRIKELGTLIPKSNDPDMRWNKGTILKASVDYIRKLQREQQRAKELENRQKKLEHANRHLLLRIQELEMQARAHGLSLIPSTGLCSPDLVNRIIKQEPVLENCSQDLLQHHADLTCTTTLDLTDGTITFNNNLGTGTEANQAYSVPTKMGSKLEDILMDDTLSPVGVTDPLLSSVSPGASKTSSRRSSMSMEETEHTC
Numbers without * were called inactive; x = not tested or not shown.

SMILES | GPR151 activ | TEAD-YAP block | FBW7 act | MITF inh
O=C(c1nc2ccccn2c1CNCc1ccc(Cl)s1)N1CCOCC1 | 0.1 | 5 | 0.1 | -4
Cn1c(NC(=O)c2ccc([N+](=O)[O-])cc2)cc(=O)n(C)c1=O | 0.3 | 6 | 0.0 | -7
COCCn1nnnc1C(c1ccc(OC)c(OC)c1)N1CCN(C2CCCC2)CC1 (centres undefined) | 0.6 | 17 | -0.1 | 9
COC(C(=O)Nc1ccc(Br)c(Cl)c1)c1ccccc1 (centres undefined) | -0.9 | 5 | -0.1 | 4
O=C1CC(Nc2ccc(F)cc2)C(=O)N1c1ccccc1 (centres undefined) | 0.4 | 0 | 0.1 | 0
O=c1c(Br)c(N2CCNCC2)cnn1-c1ccccc1 | 0.2 | 3 | 0.1 | -10
COc1ccc(C(=O)COC(=O)C2CCCN2C(=O)C23CC4CC(CC(C4)C2)C3)cc1 (centres undefined) | 0.0 | -1 | -0.1 | 3
CC1Sc2ccccc2N(Cc2ccc(C(F)(F)F)nc2)C1=O (centres undefined) | 5.4* | -3 | 0.6 | 9
C[C@H]1NC(=O)[C@H]2CN(S(=O)(=O)c3ccccc3F)CCN2C1=O | 1.5 | 0 | -0.1 | -7
COc1ccc(NC(=O)C2C3C=CC(C3)C2C(=O)O)c(OC)c1 (centres undefined) | -0.3 | 11 | -0.1 | 10
O=C1c2cc(S(=O)(=O)N(CCO)CCO)ccc2-c2ccc(S(=O)(=O)N(CCO)CCO)cc21 | -0.6 | -10 | 0.0 | 0
Cc1cnc(C)c(-c2ccc3c(c2)CC(CNC(=O)c2ccccc2-n2cccn2)O3)n1 (centres undefined) | -0.8 | -5 | -0.2 | 1
Cc1nc(CCNC(=O)Cn2nnnc2CN(C)C(C)C)nc2c1CCCC2 | 0.2 | -7 | 0.1 | 0
CC(C)n1c(C(O)c2cc(C(C)(C)C)c(O)c(C(C)(C)C)c2)nc2ccccc21 (centres undefined) | -2.2 | -12 | 0.0 | 22
COc1cc(/C=N/N(C)C)ccc1OC(=O)c1ccco1 | -1.0 | 1 | 0.1 | -1
COc1ccc(NC(=O)CC(C(=O)O)N(C)C)c(OC)c1 (centres undefined) | -1.3 | 2 | 0.2 | 23
COc1ccc(-n2cc(-c3ccccc3)c3c(Nc4cccc(C)c4)ncnc32)cc1 | 1.6 | -9 | -0.1 | 2
N#Cc1cccc(NC(=O)Cc2c(C(=O)O)[nH]c3ccc(Cl)cc23)c1 | 0.3 | 8 | 0.3 | 16
O=C1NC(=Nc2ccc(O)cc2)S/C1=C\c1cccnc1 | 0.9 | 3 | 0.0 | 0
Cc1cc(C)c(N2C(=O)c3ccc(C(=O)NCc4cccnc4)cc3C2=O)c(C)c1 | 2.4 | 9 | -0.1 | -3
C(=Nc1cccc(-c2cnc[nH]2)c1)c1c[nH]c2ccccc12 | -1.4 | 3 | 0.5 | 20
O=C(Nc1ccc(F)cc1)c1cc2c(=O)oc3ccccc3c2s1 | -1.4 | -4 | 0.1 | 9
CCOC(=O)c1ccc(NC(=S)NCCn2cc(Br)cn2)cc1 | -0.3 | 3 | -0.1 | 10
CCOC(=O)C1=C(Nc2ccc(Cl)c(Cl)c2)OCC1=O | -0.9 | 8 | 0.1 | 7
COc1cc(C2C(C(=O)OC(C)C)=C(C)NC3=C2C(=O)CC(C)(C)C3)cc(OC)c1OC (centres undefined) | -0.2 | 1 | 0.1 | 18
Cc1ccc2[nH]c(-c3ccccc3)c(CN3CCC(C)CC3)c(=O)c2c1 | 1.0 | -1 | 0.0 | 3
CC1=NN(c2ccccc2)C(=O)/C1=C/c1ccc(Br)c([N+](=O)[O-])c1 | -1.3 | -4 | -0.5 | 6
Cc1nnc(SCC(=O)Nc2cc(Cl)c(Cl)cc2Cl)s1 | 0.0 | 1 | 0.0 | 11
CN(C)c1ccc(NC(=O)c2ccccc2Br)cc1 | 0.7 | -48 | -0.1 | 4
Cc1cc(CN2CCN(CCOc3ccccc3)CCC2=O)no1 | -1.2 | 0 | 0.0 | -6
COc1ccc(OCC(=O)Nc2nccs2)cc1 | -6.9 | 68* | 0.0 | 2
CCN1/C(=C2/SC(=S)N(N)C2=O)Sc2ccc(OC)cc21 | -0.9 | -3 | 0.3 | 3
CCn1cc(-c2nc(-c3ccc(OC)c(OC)c3)no2)c(=O)c2cc(F)ccc21 | 1.4 | 5 | 0.0 | -5
NNC(=O)CCCCCN1C(=O)c2cccc3cccc(c23)C1=O | -0.8 | 0 | -0.1 | -5
NC(=O)c1ccc(NC(=O)CCCC2=NS(=O)(=O)c3ccccc3N2)cc1 | -0.2 | -1 | 0.1 | 10
CC1CCN(c2cc(N3CCCC3)c(F)cc2[N+](=O)[O-])CC1 | 3.4 | 7 | 0.0 | 9
CC(=O)NCCc1nc2ccccc2n1CCCOc1ccccc1 | 1.8 | -2 | 0.0 | -2
NS(=O)(=O)c1ccc(Nc2ncccc2[N+](=O)[O-])cc1 | -0.2 | 14 | 0.0 | 3
CCC(C#N)C12CC3CC(CC(C3)C1)C2 (centres undefined) | 1.7 | -3 | 0.0 | -8
O=C(NN=c1c(=O)c2ccccc2c1=O)c1ccccc1 | 0.2 | -5 | -0.1 | 18
Clc1ccccc1CN1CCCC(c2nc3ccccc3[nH]2)C1 (centres undefined) | 3.4 | 13 | 0.0 | -2
Ic1ccc(Nc2ncnc3sccc23)cc1 | 3.4 | -54 | -0.1 | -8
COCCNc1nc2nonc2nc1N(C)Cc1cccc(OC)c1 | 1.4 | -8 | -0.1 | 0
Cc1ccc(N(CC(=O)NC2CCCCC2)C(=O)Cn2nnc(-c3ccc(C)o3)n2)cc1 | -0.8 | 3 | 0.0 | 10
COc1ccc(-c2oc3ccccc3c(=O)c2OC(C)=O)cc1 | 2.2 | -54 | 0.2 | 13
O=C(Cn1nc(-c2ccccc2F)ccc1=O)NC1CCc2ccccc21 (centres undefined) | -0.2 | 7 | 0.0 | 5
COc1cc(OC)c(OC)cc1/C=C1\N=C(c2cc(Cl)ccc2Cl)OC1=O | 0.6 | 5 | 0.3 | 12
O=C(c1ccc2c(c1)OCCO2)N1CCC(O)(c2cccnc2)CC1 | 0.1 | 0 | 0.1 | -8
CCC(=O)N(CCc1ccccc1)Cc1cc2cc3c(cc2[nH]c1=O)OCO3 | -1.6 | 11 | 0.4 | 11
Cc1cc(C)cc(NC(=O)Cn2ccn(-c3cccc(Cl)c3)c(=O)c2=O)c1 | -1.8 | 7 | -0.1 | -9
NC(=O)c1cc(-c2ccccc2)sc1NC(=O)COc1cccc2ccccc12 | -0.6 | -3 | -0.1 | -6
CN(Cc1ccccc1C(F)(F)F)Cc1nnc(SCc2ccncc2)n1C | 2.8 | 9 | 0.1 | -4
COc1cc(OC)c([N+](=O)[O-])cc1/C=C1\Sc2ccccc2C1=O | 0.8 | 0 | 0.2 | 3
CC1=C(C(=O)Nc2ccc([N+](=O)[O-])cc2)C(c2ccc(Cl)c([N+](=O)[O-])c2)NC(=O)N1 (centres undefined) | 0.3 | 6 | 0.1 | 23
CCc1ccc(NC(=O)CSc2nncn2C)cc1 | -0.2 | -25 | -0.1 | 8
Clc1ccccc1Nc1nc(-c2cccnc2)cs1 | -2.6 | -21 | 1.1 | 25
COc1ccc(C(=O)NC(=S)Nc2ccccc2C(N)=O)cc1[N+](=O)[O-] | 0.4 | -7 | -0.1 | -15
CC1(C)CC(C(CCN(Cc2ccccc2)C(=O)c2ccco2)c2ccc(F)cc2)CCO1 (centres undefined) | 1.6 | -6 | -0.1 | 16
CCOC(=O)c1ccc(-n2c(=S)sc3c(=O)[nH]c(C)nc32)cc1 | 0.4 | 4 | 0.0 | 0
Cn1c(=O)[nH]c(=O)c2c1nc(Br)n2CCCCCl | -0.3 | -1 | -0.1 | 2
More results follow:
SMILES | GPR151 activ | TEAD-YAP block | FBW7 act | MITF inh
CCN(Cc1ccccc1)C(=O)C1CCN(Cc2ccc(F)cc2)CC1 | 1.5 | -6 | 0.1 | 24
O=C1CSC(=S)N1c1cccc(O)c1 | 1.6 | -2 | -0.1 | -5
CCOC(=O)N1CCN(S(=O)(=O)c2ccc(F)c(C(=O)Nc3cc(C)cc(C)c3)c2)CC1 | 0.1 | 4 | 0.0 | 2
O=C(c1ccc2c(=O)n(Cc3ccc(Cl)cc3)c(=S)[nH]c2c1)N1CCN(c2cccc(Cl)c2)CC1 | 0.6 | -1 | 0.1 | -3
Clc1cc(Cl)cc(Nc2ncn[nH]2)c1 | 0.6 | -9 | -0.1 | 0
O=C(O)C1COc2ccccc2O1 (centres undefined) | -1.2 | 4 | -0.4 | 21
Cc1ccc(-c2csc(Cc3nc(O)cs3)n2)cc1 | -1.4 | -30 | 0.3 | 5
O=C(Nc1ccc(-c2ccc(N3CCOCC3)nn2)cc1)c1ccc(Br)o1 | 0.2 | -9 | 0.2 | 7
CC(C)NC(=O)c1ccccc1NC(=O)Cc1ccc(Br)cc1 | -1.6 | -5 | 1.8 | 26
CC(C(=O)Nc1nc(-c2ccccc2)cs1)N1C(=O)C2C3C=CC(C3)C2C1=O (centres undefined) | -0.7 | 13 | 0.5 | 16
CC(C)N(CCNC1CCS(=O)(=O)C1)C(C)C (centres undefined) | 8.4* | -3 | 0.1 | 6
COc1ccc(CCNC(=O)C(=O)Nc2ccccc2F)cc1OC | -0.9 | -16 | 0.4 | -18
COC(=O)c1cn(NC(=O)c2ccc(OC)cc2)c(=O)c2ccccc12 | -0.3 | 9 | 0.2 | 9
COc1ccc([N+](=O)[O-])cc1C1NN=C(c2ccccc2)S1 (centres undefined) | 3.5 | -30 | 0.0 | 3
COc1cc(Nc2nc(N3CCCC3CO)nc3c2ncn3-c2ccsc2)cc(OC)c1OC (centres undefined) | -0.6 | 18 | -0.4 | 20
Cn1nnnc1SCC(=O)Nc1sc2c(c1C#N)CCCCC2 | 2.1 | -9 | 0.0 | 0
CSc1nc(-c2ccc(F)cc2)nc2c1c(=O)n(C)c(=O)n2C | 0.7 | 5 | 0.1 | 0
CC(=O)NC(Cc1ccccc1)C(=O)NC(CCC(=O)O)C(=O)O (centres undefined) | -0.7 | 4 | 0.1 | -4
NC(=O)c1ccc(-c2cccc(N)c2)s1 | 1.4 | -7 | -0.1 | 6
CCN1C(=O)S/C(=C/c2cc([N+](=O)[O-])ccc2Cl)C1=O | 2.2 | 5 | -0.3 | 6
CCn1c2ccccc2c2cc(NC(=O)Cn3cnc4c3c(=O)n(C)c(=O)n4C)ccc21 | 6.1* | -4 | 0.1 | 3
CCOc1ccc(C2Nc3ccccc3C(=O)N2c2ccc(F)c(Cl)c2)cc1 (centres undefined) | -6.4 | -46 | 0.1 | 14
COC(=O)CSc1nnc(-c2cccnc2)n1-c1cc(OC)cc(OC)c1 | -1.2 | 2 | 0.0 | -11
Cc1c(C(=O)N2CCCC2)sc2ncn(Cc3cccc(F)c3)c(=O)c12 | 0.6 | 2 | -0.3 | 3
CSc1ncc(C(=O)NCc2ccco2)c(C)n1 | 0.3 | 11 | 0.6 | -2
Cc1cc(C)c[n+](-c2[nH]c(=O)sc2/C=N/NC(=O)c2ccncc2)c1 | 0.9 | 8 | 0.3 | -5
O=C(NCc1ccccc1)c1ccc2nc3cc(Cl)ccc3c(=O)n2c1 | 1.1 | 3 | -0.1 | 0
O=C(O)CCCCCC[C@H]1C(=O)C[C@@H](O)[C@@H]1/C=C/[C@@H](O)Cc1ccccc1 | 0.6 | x | x | 11
O=C(NCCCO)c1nnc(Cc2c(F)cccc2Cl)o1 | -1.9 | 2 | 0.2 | 11
COC(=O)c1cc2oc(C)cc2n1CC(=O)Nc1ccccc1OC | -0.1 | 8 | -0.2 | -1
C=CC[C@@H]1C=C[C@H](O/N=C(\C)CCN2CCCc3nc(C)c(C)cc32)[C@@H](CO)O1 | -2.7 | x | 0.3 | 18
Oc1c(C(c2ccccc2)N2CCCCC2)sc2nc(-c3ccco3)nn12 (centres undefined) | -2.9 | 2 | 0.1 | 5

Structural class: the entries above with an NH in an aromatic ring (10)
SMILES | GPR151 activ | TEAD-YAP block | FBW7 act | MITF inh
N#Cc1cccc(NC(=O)Cc2c(C(=O)O)[nH]c3ccc(Cl)cc23)c1 | 0.3 | 8 | 0.3 | 16
C(=Nc1cccc(-c2cnc[nH]2)c1)c1c[nH]c2ccccc12 | -1.4 | 3 | 0.5 | 20
Cc1ccc2[nH]c(-c3ccccc3)c(CN3CCC(C)CC3)c(=O)c2c1 | 1.0 | -1 | 0.0 | 3
Clc1ccccc1CN1CCCC(c2nc3ccccc3[nH]2)C1 (centres undefined) | 3.4 | 13 | 0.0 | -2
CCC(=O)N(CCc1ccccc1)Cc1cc2cc3c(cc2[nH]c1=O)OCO3 | -1.6 | 11 | 0.4 | 11
CCOC(=O)c1ccc(-n2c(=S)sc3c(=O)[nH]c(C)nc32)cc1 | 0.4 | 4 | 0.0 | 0
Cn1c(=O)[nH]c(=O)c2c1nc(Br)n2CCCCCl | -0.3 | -1 | -0.1 | 2
O=C(c1ccc2c(=O)n(Cc3ccc(Cl)cc3)c(=S)[nH]c2c1)N1CCN(c2cccc(Cl)c2)CC1 | 0.6 | -1 | 0.1 | -3
Clc1cc(Cl)cc(Nc2ncn[nH]2)c1 | 0.6 | -9 | -0.1 | 0
Cc1cc(C)c[n+](-c2[nH]c(=O)sc2/C=N/NC(=O)c2ccncc2)c1 | 0.9 | 8 | 0.3 | -5

Screening data deposited in PubChem BioAssay by The Scripps Research Institute Molecular Screening Center.
